# Source: PubChem BioAssay
# SR-BI uptake up = activators of SR-BI mediated DiI-HDL uptake, primary screen, ldlA[mSR-BI] CHO cells, DiI fluorescence; 3 h; 100 = double the neutral-control signal; activation, % at 12.5 µM; actives 0.096% (n = 320,000); AID 504775, 2011;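 active means mean replicate activation of at least 60% and every replicate at or above 60%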;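 further: 0% = median plate neutral-control signal and 100% = twice that signal; values of inactives mirror those of a sister screen read the other way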
#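 Assay system: LDL receptor-deficient CHO ldlA cells overexpressing murine SR-BI / Medium: BSA-supplemented, HEPES-buffered Ham's F12, pH 7.4 / Probe or stimulus: DiI-labelled HDL at 10 µg/mL final / Timing: compound with DiI-HDL co-incubation, 3 h at 37 °C / Technique: bottom-read cell fluorescence after medium removal, ex 550/em 595 nm / Measure: HDL uptake via cellular fluorescence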
# Rtt109 HAT inh = inhibitors of C. albicans Rtt109/Vps75 HAT, primary screen, biochemical, ThioGlo CoA-SH fluorescence, plate reader; inhibition, % at 34.9 µM; actives 0.16% (n = 330,000); Histone acetyltransferase RTT109 (Candida albicans (strain SC5314 / ATCC MYA-2876)), …; purified Rtt109/Vps75, 4 h;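 active means inhibition of at least 50% in every replicate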
# Target sequence (Q5AAJ8 whole entry, looked up): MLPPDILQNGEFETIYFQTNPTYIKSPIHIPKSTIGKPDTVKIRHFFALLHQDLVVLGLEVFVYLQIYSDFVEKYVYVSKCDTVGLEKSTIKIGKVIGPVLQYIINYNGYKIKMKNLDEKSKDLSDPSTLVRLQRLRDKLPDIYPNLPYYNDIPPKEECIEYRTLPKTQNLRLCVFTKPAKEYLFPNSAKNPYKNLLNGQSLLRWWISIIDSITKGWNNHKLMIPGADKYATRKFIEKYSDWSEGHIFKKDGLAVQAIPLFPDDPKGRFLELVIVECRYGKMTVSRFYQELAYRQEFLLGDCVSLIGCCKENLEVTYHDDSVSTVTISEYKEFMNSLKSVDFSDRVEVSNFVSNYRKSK
# PfHsp90 yeast 2 = growth inhibition of PfHsp90-expressing yeast, primary screen, antimalarial PfHsp90 inhibitor project, S. cerevisiae, BacTiter-Glo luminescence, single point, set 2 | actives 0.32% (n = 310,000) | inhibition, % at 9.4 µM | BacTiter-Glo ATP, 48 h; yeast lacking PDR1 and PDR3 efflux regulators;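 active means every replicate shows inhibition above about 80%, whatever the replicate mean, limit read from the data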;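 further: 0% = DMSO neutral controls and 100% = 20 µM radicicol positive controls; yeast relying on Plasmodium falciparum Hsp90 in place of its own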
# SR-BI DiI inh = inhibitors of SR-BI mediated HDL lipid uptake, primary screen, ldlA[mSR-BI] cells, fluorescence, single point; ldlA[mSR-BI] CHO cells, DiI-HDL uptake fluorescence, 3 h; inhibition, % at 12.5 µM; actives 0.96% (n = 320,000); AID 488896, 2010;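 active means mean replicate inhibition of at least 70% and a set share of replicates each scoring 70 or more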;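 further: 0% = median of neutral control wells and 100% = median of positive control wells; values of inactives mirror those of a sister screen read the other way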
# Target sequence (Q61009 whole entry, looked up): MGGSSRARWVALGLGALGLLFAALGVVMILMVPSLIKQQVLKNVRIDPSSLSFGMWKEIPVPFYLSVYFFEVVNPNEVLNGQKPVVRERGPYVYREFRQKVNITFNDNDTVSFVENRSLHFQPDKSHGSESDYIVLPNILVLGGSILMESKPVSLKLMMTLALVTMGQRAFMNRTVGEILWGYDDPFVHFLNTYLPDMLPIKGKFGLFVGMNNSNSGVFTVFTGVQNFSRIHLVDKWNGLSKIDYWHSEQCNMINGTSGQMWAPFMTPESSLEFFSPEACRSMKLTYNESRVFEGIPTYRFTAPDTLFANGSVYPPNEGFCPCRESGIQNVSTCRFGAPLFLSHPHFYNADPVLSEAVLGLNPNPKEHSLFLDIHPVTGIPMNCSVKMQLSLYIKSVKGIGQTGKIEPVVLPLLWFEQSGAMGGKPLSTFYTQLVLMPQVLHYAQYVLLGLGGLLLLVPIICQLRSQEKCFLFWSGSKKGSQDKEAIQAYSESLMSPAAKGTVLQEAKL
# CAL PDZ FP-1 = CAL PDZ peptide-binding inhibitors, primary screen, biochemical, fluorescence polarization, Cer-tagged CAL PDZ, HTS. Golgi-associated PDZ and coiled-coil motif-containing protein (Homo sapiens), Q9HD26. purified CAL PDZ, TMR-peptide fluorescence polarization, 1 h. inhibition, % at 20 µM. actives 0.02% (n = 330,000). AID 504414, 2011;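 active means highest replicate inhibition of at least 40%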;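 further: plate controls were DMSO neutral control wells for no effect and unlabeled competitor peptide control wells for full effect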
#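 Test system: tagged CAL PDZ domain / Buffer or medium: sodium phosphate/NaCl buffer pH 7.4 with TCEP, IgG, Thesit / Reagent: TMR-labelled reporter peptide T*-PRC34 bound in PDZ groove / Compound dosing: single point, 20 µM / Schedule: 1 h incubation at room temperature before polarization reading / Technique: fluorescence polarization (mP) / Benchmarks: unlabelled peptide, DMSO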
# PvdQ acylase = P. aeruginosa PvdQ acylase inhibitors, primary screen, biochemical, fluorescence, plate reader and imaging, single point; PvdQ acylase [Pseudomonas aeruginosa LESB58]; purified PvdQ acylase; inhibition, % at 10 µM; actives 0.063% (n = 340,000); AID 488965, 2010; in the data active means inhibition above about 30%, passing the limit was not always enough;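 further: 0% = vehicle neutral wells and 100% = reference inhibitor wells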
# NSD2 inh = NSD2 histone methyltransferase inhibitors, primary screen, biochemical, AlphaScreen, single concentration, set 2; Histone-lysine N-methyltransferase NSD2 (Homo sapiens), O96028; NSD2 peptide methylation, 120 min; inhibition, % at 12.5 µM; actives 0.54% (n = 310,000); AID 743445, 2014; in the data active means inhibition above about 50%
# dFosB activator = activators of delta FosB homodimer, primary screen, biochemical, fluorescence polarization, TAMRA-CDK5 oligo, single point | Protein FosB (Mus musculus), P13346 | purified delta FosB; percent of positive-control signal above neutral wells | activation, % at 25 µM | actives 0.99% (n = 340,000);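 active means mean activation above about 17%, with every replicate also reaching it, limit read from the data, passing the limit was not always enough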;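 further: fluorescence polarization rise as delta FosB binds a TAMRA Cdk5 AP-1 oligo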
# MITF TRPM1 HTS = activators of MITF-driven TRPM1 promoter reporter, primary screen, cell-based, SK-MEL-5, luciferase, single point. actives 0.75% (n = 300,000). activation, % at 12.5 µM. SK-MEL-5 TRPM1-promoter luciferase, 24 h; % of positive control, neutral wells = 0. AID 588334, 2011;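 active means mean activation of at least 80% with every replicate also reaching 80%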;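 further: 0% = neutral control wells and 100% = parthenolide positive control wells; values of inactives mirror those of a sister screen read the other way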
# CAL PDZ FP-2 = untagged CAL PDZ binding inhibitors, primary screen, biochemical, fluorescence polarization, HTS; purified CAL PDZ, TMR-peptide fluorescence polarization, 1 h; actives 0.92% (n = 300,000); inhibition, % at 24.9 µM; Golgi-associated PDZ and coiled-coil motif-containing protein (Homo sapiens), Q9HD26; AID 602252, 2012;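 active means mean inhibition of at least 30% with at least half of replicates also reaching 30%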;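 further: 0% = DMSO neutral control and 100% = excess unlabeled competitor peptide PRC23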
# * marks the source's active call; other numbers are inactive results; nt = not tested or not shown.
# Order of results – SR-BI uptake up	Rtt109 HAT inh	PfHsp90 yeast 2	SR-BI DiI inh	CAL PDZ FP-1	PvdQ acylase	NSD2 inh	dFosB activator	MITF TRPM1 HTS	CAL PDZ FP-2
1) CNC(=O)CCSc1ccc(C)cc1
→ 0	-6	nt	0	-1.6	-8	-1	-4	nt	-4
2) O=C1CCCN1CCCNC(=S)Nc1ccc(Br)cc1Cl
→ 5	-2	-2	-5	-0.8	-9	10	-7	7	-5
3) CC(Sc1nccn1C)C(=O)Nc1ccc(C(N)=O)cc1 (configuration not stated)
→ 12	9	-14	-12	-1.6	-4	-3	1	6	-1
4) NS(=O)(=O)c1cccc(NC(=S)NCc2ccccc2)c1
→ 47	0	10	-47	-0.4	0	0	-3	-8	-9
5) CCCn1c(C)cc(/C=C(\C#N)C(=O)OCC(=O)Nc2cccc(S(N)(=O)=O)c2)c1C
→ 13	-479	-5	-13	-2.4	-3	1	6	44	nt
6) CC1=CC(=O)C(C(C)C)=C/C1=N/OS(=O)(=O)c1ccccc1
→ -80	-9	110*	80*	-0.2	3	5	-3	nt	nt
7) COC(=O)c1ccc(-c2noc(CN(C)Cc3ccncc3C)n2)cc1
→ 23	nt	-10	-23	-0.4	8	-6	-9	-12	-4
8) O=C(CSc1nnc(-c2c[nH]c3ccccc23)n1CC1CCCO1)Nc1ccc2c(c1)OCCO2 (configuration not stated)
→ -8	12	6	8	-1.5	-9	-1	-4	-8	-18
9) Cc1ccc2nc(SCC(=O)NC3CCCC3)[nH]c2c1
→ 0	-11	-28	0	-1.6	-10	0	-5	-1	9
10) Cc1cnc(C(=O)OC(C)C(=O)Nc2cccc3ccccc23)cn1 (configuration not stated)
→ -7	4	9	7	-0.2	-22	46	6	-2	-5
11) Clc1ccc(-c2noc(CSc3nnc(-c4ccncc4)n3-c3ccccc3)n2)cc1
→ -2	8	12	2	-3.0	1	1	-14	-25	nt
12) CCCCC(Sc1nc(N)c(NC(=O)c2ccc(OC)cc2)c(=O)[nH]1)C(=O)O (configuration not stated)
→ 22	-1	nt	-22	-2.8	-1	4	1	8	-3
13) CCOc1ccc2nc(N(CCCN(C)C)C(=O)c3ccc(C(=O)c4ccccc4)cc3)sc2c1
→ -3	0	-1	3	-2.3	10	-1	12	-12	13
14) O=C(NCc1nc2ccccc2[nH]1)C1=C[C@H](c2coc3ccccc3c2=O)C[C@H](OCc2ccc(CO)cc2)O1
→ -6	-9	nt	6	-2.9	-11	nt	2	-15	-3
15) Cc1ccc(S(=O)(=O)NC(=O)c2ccccc2)cc1C(C)C
→ 22	6	-7	-22	0.5	1	-1	2	0	0
16) CC1(C)C2(C#N)C(=O)NC(=O)C12C#N (configuration not stated)
→ 23	-1	8	-23	-0.1	0	-3	2	10	-1
17) Cc1cc(C(=O)Nc2ccccc2C)n(-c2ccccc2)n1
→ -9	-5	13	9	-0.2	-6	3	-2	nt	-4
18) O=C(Nc1ccccc1N1CCN(C(=O)c2ccccc2)CC1)c1ccco1
→ nt	5	-3	nt	-1.1	1	1	-5	-2	nt
19) CCc1ccc(NC(=O)C(=O)NCCN2CCN(S(=O)(=O)c3ccccc3)CC2)cc1
→ -43	4	44	43	-0.7	-8	-6	0	4	-2
20) CC(=O)C1=C(C)N(CC2CC2)C(=O)N[C@H]1c1cccs1
→ 12	5	-11	-12	-0.8	0	nt	5	4	3
21) COc1ccc(CN=C(NS(=O)(=O)c2cccs2)SC)cc1
→ 15	12	3	-15	-0.5	-6	-3	-4	-17	-4
22) O=C(Nc1ccccc1)c1ccncc1
→ 17	-2	-5	-17	-0.6	-12	0	-8	5	-1
23) Cc1cc(C(=O)Cn2nnc3ccccc3c2=O)c(C)n1-c1ccccc1F
→ -2	10	-23	2	0.4	11	1	-6	1	-9
24) COc1ccccc1C(=O)OCc1c(-c2ccccc2)ncc2ccccc12
→ -8	14	-24	8	0.7	15	nt	-11	-7	13
25) CCCCn1c(SCC(=O)Nc2cc(C)on2)nnc1-c1cccs1
→ 7	-19	2	-7	-2.1	-8	1	-10	3	-4
26) COc1ccc(NC(=O)Nc2cc(NC(=O)Nc3ccc(OC)cc3)c(C)nc2C)cc1
→ -4	-18	-16	4	-1.3	4	0	10	2	-2
27) Cc1cc(C)nc(NC(N)=NCCc2c[nH]c3ccccc23)n1
→ -1	16	6	1	-0.4	-1	14	13	-36	nt
28) N#CC(C(=O)OC1CCCCC1)c1nc2ccccc2nc1N1CCOCC1 (configuration not stated)
→ -24	-11	34	24	0.7	-6	4	-1	11	-2
29) COCCn1c(SCC(=O)N2CCCc3ccccc32)nnc1-c1ccoc1C
→ 6	-5	8	-6	nt	-3	7	-1	5	2
30) O=C(O)c1cccc(Nc2nc(-c3cc4ccccc4oc3=O)cs2)c1
→ 14	-6	-6	-14	-0.6	-3	-3	-14	16	3
31) Cc1ccc(N2C(=O)/C(=C\c3ccco3)SC2=S)cc1
→ 40	5	-8	-40	-1.3	-6	nt	-8	5	-1
32) CC(=O)c1c(N)n(C)c(=O)n(C)c1=O
→ 17	-3	-15	-17	-1.6	-11	-2	5	-3	0
33) CCOC(=O)C1=C(c2ccccc2)N=c2s/c(=C\c3ccc(O)cc3)c(=O)n2C1c1cccs1 (configuration not stated)
→ 1	-1	-29	-1	-2.0	0	-2	-6	0	-7
34) Cc1nn(CCc2n[nH]c(=S)n2C2CCCCC2)c(C)c1Br
→ -6	8	nt	6	-2.2	-6	4	-12	-11	nt
35) COc1cccc(NC(=O)CN(C)C(=O)CC2CCCCC2)c1
→ -4	9	nt	4	-1.4	-6	-2	-2	-3	0
36) CCCOC(=O)C1=C(C)NC2=C(C(=O)C(C(=O)OC)C(C)C2)C1c1ccc(N(CC)CC)cc1 (configuration not stated)
→ 17	-10	nt	-17	-1.1	2	4	-22	nt	-14
37) CC(=O)Nc1ccc(-c2nc(C)c(C(C)=O)n2O)cc1
→ 6	-9	1	-6	-1.9	-14	-3	3	0	-3
38) Cc1sc2ncnc(N(C)Cc3cccs3)c2c1C
→ -33	-1	0	33	-1.7	-9	-5	0	5	0
39) O=c1[nH]c(Nc2ccccc2Cl)cc2ccccc12
→ -8	-14	-36	8	0.1	-6	nt	0	10	-1
40) Cc1cc(C)c(/C=N/NC(N)=O)c(C)c1/C=N/NC(N)=O
→ 0	14	0	0	-2.3	4	-1	-6	-30	9
41) NC(N)=N/N=C/c1ccccc1OC(F)F
→ 16	9	nt	-16	-0.1	-10	-2	-7	1	-3
42) O=c1[nH]c(=O)c2cn[nH]c2[nH]1
→ 11	-6	1	-11	-0.9	-5	nt	6	16	-5
43) CCC(=O)Nc1ccc(-c2nnc(SCC(=O)Nc3nccs3)n2C)cc1
→ 2	-12	0	-2	-1.1	-3	1	-5	nt	-3
44) COc1cc2c3c([nH]c2cc1F)C(=O)NCC3
→ 15	-8	-9	-15	-0.9	-13	nt	1	8	-5
45) Cc1cc(C)cc(OCc2nnc(SCC(=O)N3CCN(c4ccccc4)CC3)o2)c1
→ -79	3	-2	79*	-2.9	-3	1	-13	-8	nt
46) O=[N+]([O-])c1cc(-c2ncccn2)cs1
→ -5	0	-28	5	-1.9	-5	39	-2	1	-2
47) COc1ccc(N=C2C(=Nc3ccc(OC)cc3)N(c3ccc(OC)cc3)C(=S)N2C(=O)c2ccc(OC)cc2)cc1
→ -53	9	-22	53	-2.6	-6	nt	-2	nt	8
48) O=C(Nc1ccccc1N1CCCCC1)c1ccccc1F
→ -27	0	nt	27	-1.7	-7	-1	-4	-9	0
49) CN(C)c1ccc(/C=C2\C(=N)N3N=C(CC(=O)N4CCCC4)SC3=NC2=O)cc1Br
→ 26	-9	-11	-26	-2.1	-10	1	-2	4	-6
50) O=c1cc(NCCc2ccccc2)c2ccccc2o1
→ -29	-4	nt	29	-2.6	-10	4	-15	62	-9
51) O=C(Nc1nnc(S(=O)(=O)N2CCCCCC2)s1)c1ccc(Br)cc1
→ nt	-11	-12	nt	-4.1	10	nt	-10	-12	nt
52) O=[N+]([O-])c1ccc2c(c1)C=C1CCCCC1(N1CCCC1)O2 (configuration not stated)
→ -23	6	-10	23	0.1	-9	2	4	-3	-3
53) CC1CCN(C(=O)COC(=O)Cc2ccc(Br)cc2)CC1
→ 47	7	12	-47	-1.9	-5	-1	-2	-7	-5
54) Cc1ccc([N+](=O)[O-])cc1NC(=O)CN(C(=O)c1ccccc1Cl)C1CCCCC1
→ -15	0	-3	15	-1.8	0	2	-4	-1	-4
55) O=S(=O)(c1ccc2nc(Cc3cccc(C(F)(F)F)c3)[nH]c2c1)N1CCOCC1
→ 9	30	5	-9	-2.6	1	0	-7	10	-3
56) CC(=O)Nc1cccc(NC(=O)Cc2nc(-c3ccccc3)sc2-c2ccc(C)cc2)c1
→ -60	1	5	60	-0.9	8	0	2	-1	-1
57) CCN(CC)CC(O)c1cccn1-c1ccc(CNC(=O)NC(C)C)cc1 (configuration not stated)
→ 27	-2	-2	-27	0.4	-14	3	1	-5	-3
58) CC(OC(=O)c1ccc(S(=O)(=O)NCc2ccco2)cc1)C(=O)Nc1ccc(Cl)cn1 (configuration not stated)
→ -32	-5	10	32	-0.5	-5	-3	-4	-2	-1
59) COCCCn1c(=O)c2ccccc2n(CC(=O)NC2CCCC2)c1=O
→ nt	-10	17	nt	-2.0	-12	-1	-6	-4	-1
60) OCCN1CCN(CCSc2ccccc2)CC1
→ 18	-3	9	-18	0.3	16	-3	0	nt	-2
61) CC(C)CN(CC(C)C)S(=O)(=O)N1CCC(C(=O)NCc2cccs2)CC1
→ -10	-4	8	10	-0.9	13	0	-5	-7	-3
62) CNS(=O)(=O)c1cccc(C(=O)OCC(=O)c2cc3ccccc3o2)c1
→ -35	11	17	35	-0.5	-11	-2	-17	-2	0
